DNMT1 inh = blocks human DNA methyltransferase DNMT1. inhibition (reported as % activation of signal), % at 10 µM. DNMT1 molecular beacon, Hinp1I cleavage, fluorescence. 0.83% of 360,000 active. AID 588458. P26358; in the data active = inhibition above about 50%
Target sequence (P26358 504-1616 limits assumed): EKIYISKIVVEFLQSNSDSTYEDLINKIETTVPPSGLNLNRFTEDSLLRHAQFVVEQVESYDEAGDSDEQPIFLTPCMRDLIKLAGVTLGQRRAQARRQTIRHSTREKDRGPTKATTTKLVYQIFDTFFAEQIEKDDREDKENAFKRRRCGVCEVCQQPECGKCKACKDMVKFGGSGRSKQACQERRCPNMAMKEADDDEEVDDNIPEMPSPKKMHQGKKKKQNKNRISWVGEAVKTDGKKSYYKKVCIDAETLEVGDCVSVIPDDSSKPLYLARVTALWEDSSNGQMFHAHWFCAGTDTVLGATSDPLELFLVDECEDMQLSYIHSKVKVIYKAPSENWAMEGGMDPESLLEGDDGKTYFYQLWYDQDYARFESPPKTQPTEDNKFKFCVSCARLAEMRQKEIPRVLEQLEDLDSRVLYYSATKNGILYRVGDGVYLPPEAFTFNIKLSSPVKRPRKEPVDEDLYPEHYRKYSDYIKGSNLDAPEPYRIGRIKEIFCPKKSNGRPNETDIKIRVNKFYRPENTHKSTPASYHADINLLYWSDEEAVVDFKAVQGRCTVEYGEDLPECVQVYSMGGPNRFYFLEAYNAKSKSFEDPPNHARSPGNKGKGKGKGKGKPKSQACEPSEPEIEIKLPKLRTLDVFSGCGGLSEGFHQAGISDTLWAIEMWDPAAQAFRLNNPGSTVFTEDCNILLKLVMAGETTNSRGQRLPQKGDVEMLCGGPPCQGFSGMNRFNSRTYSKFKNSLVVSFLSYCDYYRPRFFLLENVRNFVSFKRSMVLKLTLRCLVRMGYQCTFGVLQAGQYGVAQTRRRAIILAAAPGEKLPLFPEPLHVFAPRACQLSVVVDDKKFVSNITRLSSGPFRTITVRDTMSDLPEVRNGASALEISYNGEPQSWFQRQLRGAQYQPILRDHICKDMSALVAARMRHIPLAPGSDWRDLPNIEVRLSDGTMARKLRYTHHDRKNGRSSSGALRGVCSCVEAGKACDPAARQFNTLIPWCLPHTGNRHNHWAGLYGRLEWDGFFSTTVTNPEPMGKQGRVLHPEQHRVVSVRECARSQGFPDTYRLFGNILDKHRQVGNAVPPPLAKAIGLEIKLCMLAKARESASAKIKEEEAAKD
CSN inh = inhibitors of human CSN-mediated cullin deneddylation; 0.38% of 360,000 active; Purified CSN, SCF-Nedd8-OG deneddylation, fluorescence polarization; inhibition, % at 12.5 µM; Q92905;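 active = pattern-corrected inhibition above about 35%, with an unprinted fluorescence ratio check between 0.5 and 1.5, limit read from the data, passing the limit was not always enough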;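 note: 0% = enzyme with substrate and 100% = substrate without enzyme; some results filed as inactive read as strong as hits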
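Material: purified human Csn5 enzyme expressed in HEK293T cells / Medium: Tris buffer pH 7.5, NaCl, DTT, Tween-20, trehalose, ovalbumin / Compound dosing: 12.5 µM single point / Schedule: 90 min incubation of compound, enzyme and substrate at room temperature / Signal: fluorescence polarization of the substrate / Control set: no-enzyme wells high, enzyme-with-substrate wells low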
SUMO1-SIM PPI = SUMO1-SIM interaction modulation; P63165; inhibition, % at 20 µM; 0.33% of 360,000 active; SUMO1 binding to a labelled peptide, TR-FRET, 1 h; in the data active = inhibition above about 37%
LMPTP block = blocks human LMPTP phosphatase; P24666; recombinant LMPTP-A, OMFP fluorogenic substrate, fluorescence intensity; inhibition, % at 20 µM; 0.22% of 360,000 active; AID 651560;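 active = compounds that cut the enzyme signal by at least half of the control window in the single-dose screen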;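 note: plate controls were DMSO wells with enzyme plus substrate for no effect and substrate without enzyme for full effect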
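Test system – LMPTP-A enzyme · Amount – LMPTP-A at 0.625 nM final in the reaction · Buffer or medium – Bis-Tris pH 6.0, DTT, detergent · Reagent – OMFP 400 µM · Doses – single 20 µM dose · Schedule – reaction 50 min, room temperature, dark · Detection – fluorescence intensity of OMFP turnover product · Evaluation – percent inhibition versus substrate-only and uninhibited controls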
Scp-1 inhibitor = blocks human Scp-1 phosphatase activity | Q9GZU7 | Recombinant Scp1, phosphopeptide, malachite green phosphate absorbance | inhibition, % at 20 µM | 0.88% of 340,000 active;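 active = inhibition above about 50% at 20 µM, limit read from the data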;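 note: plate controls were DMSO wells with enzyme for no effect and wells lacking enzyme for full effect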
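Test system – truncated SCP-1 phosphatase (76-261aa) · Reagent – Phosphorylated 17-residue peptide substrate · Incubation – 45 min room-temperature reaction, 5 min colour, 30 min stabiliser · Detection – colorimetric phosphate reagent with accelerator and stabiliser, absorbance at 630 nm · Measure – % inhibition at 20 µM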
Rin1 Abl inh = blocks binding of human Rin1 to Abl. TR-FRET Rin1/Abl binding, biochemical. 0.4% of 360,000 active. P00519+Q13671. inhibition, % at 7.35 µM; in the data active = inhibition above about 5%, passing the limit was not always enough
Neddylation inh = cullin neddylation inhibition; P61081+Q13564; TR-FRET cullin neddylation, biochemical; calls only at 25 µM; 0.58% of 360,000 active; AID 651699; in the data active = inhibition above about 36%
NadD inh = NadD (S. aureus) enzyme inhibition. purified NadD enzyme, colorimetric absorbance read-out. inhibition, % at 20 µM. 0.78% of 360,000 active; in the data active = inhibition above about 26%; note: some compounds past the cut are filed as inactive
STEP block = inhibitors of human striatal-enriched phosphatase STEP | 0.25% of 360,000 active | AID 588621 | recombinant STEP, OMFP fluorogenic substrate, fluorescence | inhibition, % at 20 µM;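 active = inhibition at 20 µM, scaled per plate between control wells, above about 37%, limit read from the data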;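 note: 0% = DMSO with enzyme and substrate and 100% = substrate only without enzyme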
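System: STEP phosphatase, cell-free reaction; Buffer or medium: Bis-Tris pH 6.0 buffer with DTT, detergent; Incubation: 20 min at room temperature, dark; Measured by: fluorescence, 480/540 nm.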
Rpn11 block = Rpn11 (human) deubiquitinase inhibition. O00487. human 26S proteasome, Ub4-pepOG fluorescence polarization; 20S core pre-blocked with epoxomicin. calls only at 20 µM. 0.59% of 360,000 active. AID 588493;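 active = inhibition at 20 µM, scaled to each plate's controls, above about 33%, limit read from the data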
* marks the source's active call; other numbers are inactive results; i = inactive; . = no result given; & = joins results of further samples.

mol	CSN inh	Rpn11 block	Neddylation inh	NadD inh	Scp-1 inhibitor	DNMT1 inh	STEP block	SUMO1-SIM PPI	Rin1 Abl inh	LMPTP block
CSc1cccc(NC(=O)CCCNC(=O)c2ccc(Cl)cc2)c1	-2.0	i	i	0.4	-12.4	-0.3	-1.4	3.4	3.7	0.3
Cc1nn(Cc2ccccc2)c(Cl)c1/C=C1\NC(=S)NC1=O	1.2	i	i	3.6	2.2	-0.2	1.0	-8.9	1.6	-1.6
CC(C)NC(=O)C(=O)NCc1ccccn1	-2.0	i	i	-6.2	-4.1	-2.4	-3.7	-0.4	-1.7	0.2
Cc1ccc(NS(=O)(=O)c2ccc3c(c2)CCC(=O)N3)cc1C	1.3&-9.4	i	i	-1.1&-1.6	-10.6	-2.0&1.3	-1.3&0.2	-0.3&-0.4	0.4&1.5	-1.1&1.3
CCOc1ccc(S(=O)(=O)Nc2ccccc2SC)c2cccnc12	0.4	i	i	3.1	5.5	7.9	-1.3	3.8	-0.5	1.6
CCOc1ccc(N(C(=O)Cn2nnc3ccccc32)C(C(=O)NC(C)(C)CC)c2cccn2C)cc1 (stereo not given)	0.5	i	i	-1.1	-0.4	-4.6	4.3	1.9	2.3	1.2
CCOC(=O)C(C(=O)Nc1ccccc1C)C1CCCCC1 (stereo not given)	4.1	i	i	-0.8	-8.0	-2.9	-2.2	1.0	-0.5	-2.0
Cc1noc(C)c1NC(=O)Nc1ccc2c(c1)C(=O)N([C@@H](C)CO)C[C@@H](C)[C@H](CN(C)C(=O)Nc1cccc3ccccc13)OCCCC[C@H](C)O2	10.2	i	i	1.1	.	3.7	0.3	-2.2	-1.2	-1.1
CCOC(=O)C1CCCN(CCCc2ccccc2)C1 (stereo not given)	-0.2&6.1	i	i	-4.0&-7.0	-6.5&-0.3	0.1&2.5	-1.7&0.3	9.3&-5.1	-0.9&3.6	-1.0&-0.1
Cc1cccc(OC(=O)NCCOC(=O)N(O)c2ccc(Cl)cc2)c1	1.7	i	i	-1.8	0.6	-4.2	-1.6	0.5	0.5	-0.7
Cc1ccc(C(=O)NNC(=O)c2n[nH]c(=O)c3ccccc23)cc1C	-4.5	i	i	-8.9	-2.7	5.1	-0.2	-9.2	0.2	-0.7
CCCCN1CC[C@H]2C=CC[C@@H](C(=O)Nc3ccc(OC)cc3)[C@H]2C1=O	-1.8	i	i	2.6	1.7	-1.0	-2.6	-5.5	2.7	-0.6
CCOc1ccc(C(=O)CC(C(=O)O)N2CCCCC2)cc1 (stereo not given)	-1.7	i	i	-7.5	-2.2	11.4	-0.4	7.4	-1.6	-1.4
Cc1cccc(OCC(=O)N/N=C/c2ccc3c(c2)OCO3)c1	-1.6	i	i	1.2	-8.3	-3.0	0.0	-1.1	1.8	0.0
O=c1oc(-c2cccs2)nc2c1cnn2-c1ccccc1	9.1	i	i	-4.3	-0.3	8.7	-0.4	1.3	-3.1	0.2
Cc1cccc(NC(=O)CSc2n[nH]c(-c3cccnc3)n2)c1	1.6	i	i	-4.0	-4.4	0.4	-2.0	1.4	3.6	-1.3
O=C(CCNC(=O)c1ccc(Br)cc1)Nc1ccc(S(=O)(=O)N2CCCCC2)cc1	1.9	i	i	7.6	1.6	5.6	-2.8	4.5	2.2	-1.1
COc1cc(/C=N/Nc2nc(C)cc(=O)[nH]2)ccc1O	-5.0	i	i	-1.4	-10.0	10.9	1.3	-21.4	-0.7	0.7
COc1ccc(C)cc1N(CC(=O)Nc1ccc2c(c1)OCCO2)S(C)(=O)=O	1.1	i	i	-6.6	-8.3	-4.8	-0.8	2.7	-0.9	-0.8
C[C@H](CO)N1C[C@H](C)[C@@H](CN(C)S(=O)(=O)c2cn(C)cn2)Oc2c(NC(=O)Nc3ccc4c(c3)OCO4)cccc2C1=O	0.0	i	i	-1.5	-3.0	5.2	-0.5	4.2	3.4	-2.3
CC1=CC(c2ccccc2)=Nc2ccc(C)cc2N1	-3.1	i	i	-0.1	-12.2	-3.4	0.1	-6.4	-1.2	-0.8
CC(=O)Nc1ccc(CN(C)c2c(C)nc3ccc(C(=O)N4CCN(C(C)=O)CC4)cn23)cc1	2.9	i	i	3.1	.	3.3	-1.3	-6.7	-5.1	-4.4
Clc1ccccc1-c1nnc(CNC2CC2)o1	8.4	i	i	0.9	-3.2	1.0	-1.7	1.1	0.8	-0.5
Cc1cccc2c(-c3ccccc3)cc(=O)[nH]c12	-1.8	i	i	-5.8	0.2	2.6	0.8	-0.4	2.6	-0.7
Clc1ccc(-c2ccnc3nc(N4CCOCC4)nn23)c(Cl)c1	-1.5	i	i	1.6	2.5	-0.6	-0.7	-0.1	-1.2	-0.8
CCCCCOC(=O)CC(C(=O)OCCCCC)N1CCCCC1 (stereo not given)	-6.7	i	i	3.9	3.6	0.1	1.0	2.0	-0.7	0.8
Cc1cc(NCc2cccnc2)no1	0.7	i	i	-0.3	-7.8	-0.2	1.6	-2.5	-2.0	-1.0
Cc1nonc1NC(=O)c1oc2ccc(F)cc2c1C	-1.2	i	i	-0.4	-11.0	1.1	-4.2	-3.9	-2.6	-0.3
Cc1cccc(N2CCN(S(=O)(=O)c3ccc4c(c3)CC(C)N4C(=O)C3CC3)CC2)c1C (stereo not given)	-1.8	i	i	24.0	0.0	-2.3	1.1	1.4	-2.0	2.0
O=c1cc(O)n(-c2ccc(F)cc2)c(=S)[nH]1	2.2	i	i	-0.9	3.6	-0.3	-1.8	5.1	1.1	-0.5
O=C(CSc1nnc2ccccn12)NNC(=O)c1ccccc1	-4.4	i	i	-0.9	4.1	2.2	1.0	-0.2	1.8	0.7
CC1CCc2nn(CC(=O)NC3CCCC3)cc2C1 (stereo not given)	-2.3	i	i	1.4	-0.4	-0.5	-2.0	5.2	-5.3	-1.1
CCOc1ccc(C(=S)N2CCOCC2)cc1	-1.0	i	i	-0.5	-0.6	3.9	-3.1	5.1	0.9	-1.9
CCCn1c(=O)c2ccccc2n2c(SCC(N)=O)nnc12	2.5	i	i	-0.1	0.3	-0.6	0.1	1.5	3.0	-3.3
COc1ccc(OC)c(/C=N/n2c(-c3n[nH]c4c3CCC4)n[nH]c2=S)c1	7.1	i	i	9.0	-1.2	0.1	1.1	-4.2	-8.3	1.0
Cc1nc(-c2ccc(C(=O)NCCO)cc2)cs1	0.1	i	i	-1.9	0.6	1.4	-9.8	1.0	2.5	-0.6
COC(=O)C1CCN(C(=O)COC(=O)c2cc(-c3ccccc3)nc3ccc(OC)cc23)CC1	-5.0	i	.	7.1	26.6	-1.6	2.9	-18.5	2.1	2.8
CCOC(=O)C1Nc2ccc(OC(F)(F)F)cc2C2C=CCC12 (stereo not given)	-10.5	i	i	27.0	2.6	-31.1	-0.2	-18.3	3.9	-4.2
CCOc1ccc(-n2nnnc2SCC(=O)Nc2ccc(NC(C)=O)cc2)cc1	-0.4	i	i	3.6	-7.3	-1.2	-3.2	5.9	0.9	-0.4
O=C(O)c1ccc(N/N=C2/CCSc3ccc(F)cc32)cc1	0.5	i	i	0.0	-6.4	1.8	-2.0	-11.9	-1.4	0.7
CCCCN(C(=O)C1CCN(C(=O)c2ccccc2C)CC1)c1c(N)n(CCC)c(=O)[nH]c1=O	2.7	i	i	-5.1	7.2	-2.0	-5.2	2.0	0.3	-0.9
COC(=O)c1ccccc1NS(=O)(=O)c1cn(C)c(=O)n(C)c1=O	2.8	i	i	-0.8	-1.2	4.1	-3.0	3.0	-0.7	-1.0
Cn1c(=O)c(NC2CCCCC2)c2c3c(cccc31)C(=O)c1ccccc1-2	-91.3	i	i	0.0	-6.0	42.2	-143.2	-19.8	-4.9	0.5
O=C(CSc1nnc(CNC(=O)c2cccs2)o1)Nc1ccc2c(c1)OCO2	2.8	i	i	-4.2	-6.1	0.7	2.5	2.8	2.1	-0.9
CCCCN(CC)CCCNC(=S)Nc1ccc2nc(N3CCN(C)CC3)cc(C)c2c1	-6.2	i	i	-5.9	-10.4	2.5	2.5	-14.2	1.5	6.5
COc1cccc(-c2ncc3ccccc3c2COC(=O)c2ccc(C(F)(F)F)cc2)c1	-0.9	i	i	5.3	13.8	2.5	0.2	-4.6	1.6	2.7
O=C(NC1CCCCC1)N1CCN(c2ncccn2)CC1	-4.2	i	i	-5.9	-6.2	-11.7	1.2	-3.3	4.5	-0.5
Cc1cccc(C(=O)NC(C(=O)Nc2ccc(S(=O)(=O)Nc3nccs3)cc2)C(C)C)c1 (stereo not given)	0.3	i	i	9.4	-6.8	-1.2	1.9	2.1	3.0	0.5
Cc1cc(S(=O)(=O)N2CCCC2)ccc1OCC(=O)NCc1ccco1	-2.6	i	i	4.8	1.7	2.1	10.1	-0.2	4.6	-0.7
COc1ccc(OC)c(CNC(=O)c2nn(C)c3c2CS(=O)(=O)c2ccccc2-3)c1	3.0	i	i	-6.2	-8.5	-3.3	1.2	6.2	-1.4	-0.6
CCCN(CCC)S(=O)(=O)c1ccc(NC(=O)COc2ccccc2)cc1	-1.0	i	i	-8.1	-8.5	-4.9	1.6	-0.3	1.2	2.1
O=CNc1ccc2c(c1)Cc1cc([N+](=O)[O-])ccc1-2	6.2	i	i	-0.6	0.0	-2.7	1.0	-36.4	-3.8	0.7
Cc1ccc(C(=O)Nc2cccc(S(=O)(=O)N3CCOCC3)c2)cc1[N+](=O)[O-]	1.5	i	i	-9.4	-10.6	-1.7	-1.1	-18.8	1.3	-0.4
COCc1cc(C)nc(SCC(=O)Nc2cc3c(cc2C#N)OCO3)c1C#N	3.7	i	i	-4.7	0.5	-1.6	0.4	-2.8	0.7	0.2
O=S(=O)(NC1CCc2ccccc21)c1ccc(S(=O)(=O)N2CCCC2)cc1 (stereo not given)	3.5	i	i	-3.8	1.7	-1.1	-1.7	2.4	3.2	0.1

One compound at a time, as listed above.
`O=C(CSc1nnc(CNC(=O)c2cccs2)o1)Nc1ccc2c(c1)OCO2` across the screens: CSN inh = 2.8; Rpn11 block = i; Neddylation inh = i; NadD inh = -4.2; Scp-1 inhibitor = -6.1; DNMT1 inh = 0.7; STEP block = 2.5; SUMO1-SIM PPI = 2.8; Rin1 Abl inh = 2.1; LMPTP block = -0.9
`O=S(=O)(NC1CCc2ccccc21)c1ccc(S(=O)(=O)N2CCCC2)cc1` (stereo not given) across the screens: CSN inh = 3.5; Rpn11 block = i; Neddylation inh = i; NadD inh = -3.8; Scp-1 inhibitor = 1.7; DNMT1 inh = -1.1; STEP block = -1.7; SUMO1-SIM PPI = 2.4; Rin1 Abl inh = 3.2; LMPTP block = 0.1
